# MITF inh = blocks human microphthalmia-associated transcription factor; AlphaScreen MITF homodimerization, bead proximity signal; inhibition, % at 2.6 µM; 650,000 tested, 0.91% active; in the data active = inhibition above about 50%;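 note: 0% = vehicle wells with protein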
# Target sequence (O75030 whole entry, looked up): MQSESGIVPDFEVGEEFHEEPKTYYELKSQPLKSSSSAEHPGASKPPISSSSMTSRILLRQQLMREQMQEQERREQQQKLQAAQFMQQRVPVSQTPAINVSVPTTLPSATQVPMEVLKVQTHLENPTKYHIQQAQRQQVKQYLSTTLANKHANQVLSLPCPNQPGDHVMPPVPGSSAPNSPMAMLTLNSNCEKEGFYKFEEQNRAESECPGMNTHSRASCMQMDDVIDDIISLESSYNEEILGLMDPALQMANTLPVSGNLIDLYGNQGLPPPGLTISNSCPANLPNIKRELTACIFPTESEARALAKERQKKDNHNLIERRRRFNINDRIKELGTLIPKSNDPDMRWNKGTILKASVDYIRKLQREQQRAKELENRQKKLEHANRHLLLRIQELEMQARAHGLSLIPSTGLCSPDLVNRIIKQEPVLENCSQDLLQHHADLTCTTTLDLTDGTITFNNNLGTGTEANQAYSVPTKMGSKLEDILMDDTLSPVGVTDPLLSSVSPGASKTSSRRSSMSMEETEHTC
# FBW7 activator = activators of human E3 ligase FBW7 | Q969H0 | AlphaScreen FBW7–phospho-cyclin E peptide binding, activator screen | normalized activity (activation), % at 26.1 µM | 650,000 tested, 0.13% active | AID 1259310; in the data active = normalized activity above about 1.9%;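 note: purified mutant Fbw7 with reduced substrate affinity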
# TEAD-YAP block = TEAD-YAP interaction inhibition. HEK-TIYL cells, TEAD-Gal4/YAP UAS-luciferase luminescence. inhibition, % at 9.12 µM. 640,000 tested, 1.4% active. AID 1259422; in the data active = inhibition above about 32%;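 note: 0% = median of test compound wells and 100% = reference inhibitor wells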
# GPR151 ag = human GPR151 activation; Q8TDV0; PathHunter beta-arrestin GPR151 cells, luminescence; activation, % at 11.2 µM; 650,000 tested, 1% active; in the data active = activation above about 4.9%;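 note: 0% = median of compound wells and 100% = cells with positive control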
# Target sequence (Q8TDV0 whole entry, looked up): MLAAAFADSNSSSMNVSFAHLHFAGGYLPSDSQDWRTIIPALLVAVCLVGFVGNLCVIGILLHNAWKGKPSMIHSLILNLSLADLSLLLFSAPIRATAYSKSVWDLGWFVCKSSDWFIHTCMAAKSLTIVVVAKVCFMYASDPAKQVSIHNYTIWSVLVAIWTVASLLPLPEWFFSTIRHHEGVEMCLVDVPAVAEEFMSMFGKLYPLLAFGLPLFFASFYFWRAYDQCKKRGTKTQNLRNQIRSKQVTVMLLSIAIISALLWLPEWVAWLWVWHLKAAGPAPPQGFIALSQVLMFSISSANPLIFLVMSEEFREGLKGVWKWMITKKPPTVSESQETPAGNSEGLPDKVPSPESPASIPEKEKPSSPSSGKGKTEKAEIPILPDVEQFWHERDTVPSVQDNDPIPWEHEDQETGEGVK
# Numbers without * were called inactive.
# Start of the listing, in advance:
SMILES,MITF inh,FBW7 activator,TEAD-YAP block,GPR151 ag
Cc1cc(=O)n2[nH]c(NCc3c(F)cccc3Cl)nc2n1,-3.0,0.0,0.2,0.8
CC1CCCC(N2CCN(Cc3ccccc3F)CC2)C1 (stereo unspecified),62.9*,-0.2,-3.8,-1.4
COc1ccccc1-n1nnn(C2CC(=O)C3OCC2O3)c1=S (stereo unspecified),9.6,0.1,8.3,-0.8
CC(=O)c1ccc(N=Cc2c(C)[nH]c3ccccc23)cc1,2.8,0.0,0.0,-0.6
COc1ccc(C)cc1NC(=S)N1CCC2(CC1)OCCO2,-1.2,0.1,31.3,2.0
CC(C)(C)NC(=O)NCc1nnnn1-c1ccc(F)cc1,-1.1,0.0,-7.8,-1.6

# The list itself, from the first entry:
SMILES,MITF inh,FBW7 activator,TEAD-YAP block,GPR151 ag
Cc1cc(=O)n2[nH]c(NCc3c(F)cccc3Cl)nc2n1,-3.0,0.0,0.2,0.8
CC1CCCC(N2CCN(Cc3ccccc3F)CC2)C1 (stereo unspecified),62.9*,-0.2,-3.8,-1.4
COc1ccccc1-n1nnn(C2CC(=O)C3OCC2O3)c1=S (stereo unspecified),9.6,0.1,8.3,-0.8
CC(=O)c1ccc(N=Cc2c(C)[nH]c3ccccc23)cc1,2.8,0.0,0.0,-0.6
COc1ccc(C)cc1NC(=S)N1CCC2(CC1)OCCO2,-1.2,0.1,31.3,2.0
CC(C)(C)NC(=O)NCc1nnnn1-c1ccc(F)cc1,-1.1,0.0,-7.8,-1.6
COc1cc(-c2cc(C(F)(F)F)n3ncc(C(=O)Nc4cc(Oc5ccc(F)cc5)cc([N+](=O)[O-])c4)c3n2)cc(OC)c1OC,-2.9,-0.1,2.1,0.0
Cn1ncc(Br)c1C(=O)Nc1nc2ccc(Br)cc2s1,-1.4,-0.3,-47.5,-4.9
Cc1ccc(S(=O)(=O)Nc2cccc(C(=O)O)c2)c(C)c1C,13.3,0.1,-6.2,0.2
O=C(c1ccc(Cl)cc1Cl)N1CCCCC1,1.6,0.3,6.2,0.0
CC(=O)c1cccc(NC(=O)c2cc(-c3ccc(C)c(C)c3)nc3ccccc23)c1,9.9,0.2,-20.9,0.3
COCCN1C=C(C(=O)OC)C(c2ccc(O)c(OC)c2)C(C(=O)OC)=C1,8.0,-0.1,4.2,-0.9
CNC(=O)c1cc2c(=O)n3cc(C)ccc3nc2n(C2CCCC2)c1=N,-4.4,-0.4,-20.8,-2.8
Cc1ccc(CN2CCc3nnc(CNC(=O)C4CCCN(C)C4)n3CC2)c(C)c1 (stereo unspecified),-1.9,-0.1,-1.3,0.0
CCC(O)(CCN1CCOCC1)c1ccc(Br)cc1 (stereo unspecified),-0.3,-0.2,6.4,1.4
COc1ccc(NC(=O)Nc2nnc(CSc3ccc(Cl)cc3)s2)cc1,-2.4,-0.2,5.1,0.3
CC1CN(Cc2ccnc3ccccc23)Cc2ccccc2O1 (stereo unspecified),12.1,-0.1,4.4,0.0
CS(=O)CCNC(=O)Nc1cccc(F)c1 (stereo unspecified),-1.8,0.0,0.8,0.1
CC1CCN(CC(=O)Nc2ccc(C(N)=O)cc2)CC1,-3.4,-0.1,9.7,0.2
CCCOc1ccc(C2CNC(=O)C2)cc1 (stereo unspecified),-3.5,0.2,4.5,1.6
N/C(=N\OC(=O)c1ccc([N+](=O)[O-])cc1Cl)c1ccc(Cl)cc1,-11.0,0.0,-3.4,-0.3
CCCN1CCC(=NNc2ccc(Cl)c(C(=O)O)c2)CC1,0.7,0.0,10.1,0.9
CCOC(=O)c1c(C)c(C(=O)N2CCCCCC2)c(C)n1C,-0.5,-0.3,2.1,0.9
COc1ccc2sc(N3CCC(C(=O)O)CC3)nc2c1,13.4,0.2,21.5,-6.6
COCC1=C(C(=O)OC)C(c2c(F)cccc2Cl)C(C#N)=C(N)O1 (stereo unspecified),3.2,0.1,11.4,1.3
COc1ccc(C)cc1NC(=O)NCCNc1cc(-n2nc(C)cc2C)ncn1,0.4,-0.3,50.5*,0.4
COc1cc(C(=O)CSc2nnnn2C)cc(OC)c1OC,-4.5,0.0,3.5,0.1
Fc1ccc2c(c1)[C@@H]1C=CC[C@@H]1[C@H](c1ccncc1)N2,6.2,-0.5,9.6,0.7
c1ccc2c(CN3CCC(N4CCCC4)CC3)cccc2c1,16.7,-0.1,-0.3,2.9
CC/C(C)=N/NC(=O)C(C)Oc1ccc(Cl)cc1C (stereo unspecified),9.2,0.4,-0.9,-0.4
Cc1ccc(CNC(=O)Cn2ncc3c(=O)oc4ccccc4c32)cc1,0.8,0.1,-3.4,-0.2
CC1=C(C(=O)OC(C)C)C(c2cccs2)C(C#N)=C(N)O1 (stereo unspecified),4.8,-0.1,8.9,1.7
CCC[C@@H]1NC(=O)[C@H]2CN(Cc3cnn(-c4ccc(F)cc4)c3)CCN2C1=O,11.0,0.1,-2.8,1.0
COc1ccc(-c2ncc(C)c(NCc3ccccc3)n2)cn1,0.2,-0.1,-4.1,1.8
COc1cc(NC(=O)Nc2cccc(OC)c2OC)c2ncccc2c1,20.6,0.2,-0.5,-0.1
COc1cc(C(C)=O)ccc1OCC(=O)OCc1cc(=O)oc2cc(C)ccc12,-4.5,0.1,2.6,-0.8
Cc1c(Cl)cccc1NS(=O)(=O)c1ccc2c(c1)CCN2C(=O)C1CC1,0.9,0.4,-3.2,0.3
COC(CN(C)C(=O)c1cnc2scc(C)n2c1=O)OC,2.1,0.2,3.0,1.0
COc1cccc(NC(=O)c2ccc3oc(=O)c(S(=O)(=O)c4ccccc4)cc3c2)c1,19.1,1.6,-2.5,-2.1
O=C(CSc1ccc2nnc(-c3cccnc3)n2n1)N1CCc2ccccc21,-15.2,0.1,3.1,-1.8
O=C(O)C1CCCCC1C(=O)Nc1cccc([N+](=O)[O-])c1 (stereo unspecified),25.1,1.7,11.4,-1.1
COc1ccc(OC)c(NC(=O)CSc2nc3n[nH]c(C)c3c(=N)n2-c2ccc(Br)cc2)c1,-2.4,-0.1,-6.1,0.2
O=C(c1ccccc1NS(=O)(=O)c1ccc(F)c(F)c1)N(CCO)Cc1ccccc1,5.9,-0.1,5.9,1.2
Brc1ccc(C2Nc3ccccc3C(c3ccccc3)(c3ccccc3)O2)cc1 (stereo unspecified),5.5,-0.1,-0.7,1.2
CC(C)C(Nc1ccc(Br)cn1)n1cncn1 (stereo unspecified),1.5,0.1,-2.0,-0.2
CCNC(=O)/C(=C/c1ccccc1)NC(=O)c1ccccc1,-3.8,-0.1,8.2,1.5
CCn1c(Cn2cnc([N+](=O)[O-])n2)nnc1SC,3.8,-0.2,3.5,0.1
Cc1cc(Cl)ccc1C(=O)C1CCCN(C(=O)/C=C/c2cccnc2)C1 (stereo unspecified),4.6,-0.2,5.0,-0.8
CCOC(=O)C1=C(c2ccccc2)NC(=O)NC1c1cccc(OCC)c1OC (stereo unspecified),11.8,0.1,4.5,-0.5
Cc1ccc2c(=O)c(CN3CCN(Cc4ccccc4)CC3)c(C)[nH]c2c1C,6.6,0.2,5.2,0.8
CC(C)COc1ccc(C(=O)NNC(=O)CCC(=O)c2cccs2)cc1,7.6,0.0,0.0,-1.4
O=C(Nc1ccccc1)C(Cc1ccc([N+](=O)[O-])cc1)N1C(=O)c2ccccc2C1=O (stereo unspecified),2.0,0.0,-5.0,0.5
O=C(Cc1cccs1)Nc1nnc(SCC(=O)N2CCCCCC2)s1,7.5,0.1,-2.0,0.3
CCN(CC)C(=O)c1sc2ncn(CC(=O)N3CCC(C)CC3)c(=O)c2c1C,5.0,0.1,1.9,0.7
O=C(NCCCN1CCOCC1)c1c(O)c2cccc3c2n(c1=O)CC3,0.3,-0.1,0.0,1.9
O=[N+]([O-])c1cccc(Nc2nc(OCC(F)(F)F)nc(OCC(F)(F)F)n2)c1,13.5,0.1,-3.4,0.8
CCOc1cc(C2C(C#N)=C(N)Oc3n[nH]c(C(C)C)c32)cc([N+](=O)[O-])c1O (stereo unspecified),-7.7,-0.2,-7.2,-1.3
CC(Cl)C(=O)NC(C)c1ccc(F)cc1 (stereo unspecified),5.8,0.0,8.1,1.5
CN(C)C=Nc1cc(N(C)C)nc2ccccc12,8.6,-0.1,10.4,2.1
N#Cc1ccc(CSc2nnc(N)s2)cc1,9.6,0.1,2.2,4.3

# Next section
SMILES,MITF inh,FBW7 activator,TEAD-YAP block,GPR151 ag
Cc1oc2cc(O)ccc2c(=O)c1Oc1ccc([N+](=O)[O-])cc1,1.1,-0.2,-0.6,0.6
COc1ccccc1-c1oc2ccccc2c(=O)c1O,11.9,0.2,-8.2,-0.2
COc1cc(/C=C(\C#N)C(=O)Nc2cc(C)cc(C)c2)ccc1OCC(N)=O,9.4,0.6,8.2,-0.3
O=C1C(Cc2ccccc2)Nc2c3ccccc3nc(=S)n21 (stereo unspecified),6.6,-0.1,-9.0,-2.0
CSc1cccc2sc(NC(=O)c3ccccc3Cl)nc12,0.3,0.1,-45.8,-1.6
CCc1c(C)sc(NC(=O)c2cc(C3CC3)on2)c1C#N,7.9,0.0,2.4,0.8
c1ccc(-c2nnc(CN3CCN(c4ccccn4)CC3)o2)cc1,-7.0,0.2,-2.1,-0.2
O=C1C2C3c4ccccc4C(C(=O)O)(c4ccccc43)C2C(=O)N1c1cccc(Cl)c1 (stereo unspecified),6.3,0.0,-8.7,0.1
CC(C)OC(=O)CSc1nnc(-c2ccccc2)o1,6.8,-0.1,2.8,1.3
Cc1ccc(O)c(NC(=O)CN2C(=O)c3ccccc3C2=O)c1,-8.0,0.1,3.1,0.6
C#CCNC(=O)c1cc2cnccc2nc1C(F)(F)F,-8.2,-0.2,-1.9,-1.4
COC(=O)CSc1nnc2c(n1)[nH]c1ccc(OC)cc12,6.8,0.0,0.8,0.6
O=C(Nc1cc(C(=O)N2CCOCC2)ccc1N1CCCC1)c1cccs1,1.1,-0.1,-0.1,0.9
COc1cccc(/C=N/NC(=O)c2ccc(NC(=O)c3ccccc3Cl)cc2)c1O,11.4,-0.1,21.1,0.4
CC1=C(C#N)C(NC(=O)c2ccccc2C)(C(F)(F)F)C(=O)N1 (stereo unspecified),-8.8,-0.1,-5.0,-0.2
COc1cc(/C=C2/C(=N)N3N=C(Cc4ccccc4)SC3=NC2=O)ccc1OCCOc1ccccc1Cl,10.8,0.0,-0.5,-0.8
COc1ccc(NC(=O)CCCCCn2c(SCc3ccc(F)cc3Cl)nc3ccsc3c2=O)cc1,-1.2,-0.1,8.3,-0.5
CCSc1ccccc1C(=O)Nc1nnc(-c2cc(Cl)ccc2Cl)o1,-2.5,-0.1,5.8,0.6
O=C(NCc1ccccc1)c1cc2nc(-c3ccccc3)cc(-c3ccccc3)n2n1,-16.5,0.0,-4.9,1.1
C/C(N)=C(/C#N)C(=O)COC(=O)Cc1ccc(-c2ccccc2)cc1,18.4,0.1,-0.5,1.5
O=c1c2ccccc2nc(SCc2csc3ccc(Cl)cc23)n1CCN1CCOCC1,15.1,0.1,9.3,-0.8
Cc1noc(C)c1-c1nccc(NCc2ccccc2)n1,15.1,0.0,-6.6,-0.6
COC(=O)[C@@H]1C[C@H](NC(=O)c2cnsn2)CN1Cc1ccccc1Cl,-7.1,-0.1,1.1,0.5
O=C(CN1CCCCC1)N/N=C/c1c2ccccc2cc2ccccc12,0.0,0.1,-5.1,1.2
COc1cccc(/C=C2\Oc3c(ccc(O)c3CN(C)C)C2=O)c1,-0.7,0.0,8.8,1.1
Cc1ccc(C2C(C(=O)/C=C/c3ccccc3)=C(O)C(=O)N2CCO)cc1 (stereo unspecified),-1.2,-0.1,-7.1,0.8
COc1ccc(-c2cc(C(F)(F)F)n3nc(C(=O)NCCCN4CCOCC4)c(Cl)c3n2)cc1,3.5,-0.2,5.7,-0.3
COc1ccc(CNS(=O)(=O)c2cc(C(=O)O)c(Cl)cc2Cl)cc1,12.2,0.0,2.4,-0.5
Cn1c(=O)c2c(nc(N3CCC(C(N)=O)CC3)n2CCCc2ccccc2)n(C)c1=O,-7.6,-0.3,-3.4,0.4
CCCCNC(=O)/C(=C\c1cccs1)NC(=O)c1ccc(C)cc1,18.6,0.2,2.6,0.5
COc1ccc(OC)c(/C=N/n2c(-c3ccco3)n[nH]c2=S)c1,11.5,0.4,7.8,-0.5
Cc1ccc(SCc2nc3ccc(Cl)cn3c2Cl)cc1,-0.8,0.0,-28.5,0.9
CCOC(=O)C1=C(C)N=c2s/c(=C/c3cn(Cc4ccccc4)c4ccccc34)c(=O)n2C1c1ccc(C(C)C)cc1 (stereo unspecified),0.0,0.6,4.0,0.4
CCOC(=O)c1cc(CC)sc1NC(=O)CC,-0.7,0.2,7.2,0.1
COc1cccc(NS(=O)(=O)c2ccc3[nH]c(=O)sc3c2)c1,-5.5,0.0,3.6,0.3
Cc1ccc2nc(-c3nonc3N)[nH]c2c1,-8.4,0.0,-42.8,-0.9
CN(C)C=Nc1nc2ccccc2nc1N1CCCC1,-6.9,0.3,6.1,0.7
CCCCN(CCCC)C(=O)Cn1ccc(=N)c2ccccc21,10.0,0.2,2.6,-1.2
CCOC(=O)C1=C(C)N=c2s/c(=C/c3ccc(-c4ccccc4C#N)o3)c(=O)n2C1c1ccc(N(C)C)cc1 (stereo unspecified),13.6,0.3,2.5,0.1
COc1ccc(CNC(=O)CCCCCn2c(SCc3ccc(F)cc3)nc3cc4c(cc3c2=O)OCO4)cc1,-9.4,0.0,-1.3,1.1
COc1ccc2c(c1)OC(C)CN(CCC(=O)NCCC1=CCCCC1)C2 (stereo unspecified),18.3,0.9,0.1,-0.9
OC(CNCc1ccc(-c2cccs2)cc1)C(F)(F)F (stereo unspecified),2.2,-0.1,-4.7,-1.4
